# Screens deposited in PubChem BioAssay by NCI.
# Growth percent in the NCI-60 one-dose screen (48 h, 10 µM unless noted): 100 = growth as untreated, 0 = no growth, -100 = all killed.
# HT29: HT29 colon cancer. 7.4% of 81,000 active. AID 1794748
# SNB-19: SNB-19 CNS cancer cells; 2.5% of 81,000 active; AID 1794751
# SF-539: SF-539 CNS cancer. 6.8% of 81,000 active. AID 1794752
# SW-620: SW-620 colon cancer | 5.2% of 82,000 active
# DU-145: DU-145 prostate cancer | 4.2% of 81,000 active | AID 1794760
# PC-3: PC-3 prostate cancer cells; 3.9% of 80,000 active; AID 1794754
# SNB-75: SNB-75 CNS cancer; AID 1794750; 5% of 79,000 active
# HCC-2998: HCC-2998 colon cancer. 4.7% of 79,000 active
# KM12: KM12 colon cancer cells; 5% of 82,000 active; AID 1794800
# Starred values were filed as active, the others as inactive; . = not tested or not shown; & = joins results of further samples. Rule for the calls: active = growth percent below 10; inactive = the rest. Rows were taken by chance. Share with any hit: about 11%.
SMILES,HT29,SNB-19,SF-539,SW-620,DU-145,PC-3,SNB-75,HCC-2998,KM12
CCc1cccc2c3c(sc12)C(c1ccc(F)cc1)C(C#N)=C(/N=C/c1ccc(Cl)cc1)O3 (centres undefined),-18.9*,27.1,-6.5*,37.6,29.0,21.7,34.8,10.3,16.1
Cc1ccc(NC(=O)c2ccc(-n3c(=O)[nH]c4ccccc4c3=O)cc2)cc1,103.8,68.4,38.0,112.5,102.2,96.1,50.5,108.5,96.7
COc1ccc(Oc2[nH]n(C3=Nc4ccccc4Sc4ccccc43)c(=O)c2C#N)cc1,112.7,101.1,96.7,.,103.5,82.8,120.6,103.1,104.0
CCOC(=O)c1cc(=O)[nH]c(O)c1N=Nc1ccccc1,116.0,111.3,133.7,106.1,115.5,102.8,91.4,115.1,141.2
C=C1CC[C@H]2[C@@](C)(CCC3OC(c4ccc(OCc5cn(C6OC(COC(C)=O)[C@H](OC(C)=O)C(OC(C)=O)C6OC(C)=O)nn5)cc4)OC[C@]32C)[C@@H]1/C=C/C1=CCOC1=O (some centres undefined),108.6,97.6,102.2,106.2,106.0,93.4,100.2,113.6,102.0
O=C1NC(=O)C(c2ccccc2)(c2ccccc2)N1,114.2&99.7,109.0&110.0,104.9,117.4&106.9,112.4&109.9,95.6&94.0,104.5&108.2,109.6,120.5&106.1
O=C(N/N=C/c1cc([N+](=O)[O-])ccc1O)c1cccc2ccccc12,65.9,53.0,22.9,47.7,45.2,41.4,55.0,52.4,56.1
Cc1ccc(C(=O)O)c(N)c1O,101.4,108.1,108.4,103.0,109.2,100.3,102.1,110.3,102.3
Cc1cc2c(c(C)c1Cl)C(=O)/C(=C/c1ccccc1)O2,100.2,97.3,91.6,92.7,106.6,95.5,62.3,103.6,92.1
N#CCNC(=O)c1ccc(-c2nc3ccc4[nH]ncc4c3c3c2CCCC3)cc1,72.1,96.9,79.1,81.1,69.8,82.2,124.5,112.5,47.6
Cc1ccc2oc(-c3ccc(O)cc3)cc(=O)c2c1,101.7,84.7,103.9,107.4,100.1,78.1,92.8,107.4,92.6
Nc1ncc(S(=O)(=O)c2ccc([N+](=O)[O-])cc2)s1,123.3,111.5,115.6,129.8,119.0,92.3,95.4,102.0,113.1
O=C(CSc1nnc(-c2ccc(NC(=O)c3cccnc3)cc2)o1)N[C@@H](Cc1ccc(O)cc1)C(=O)O,105.8,96.7,101.8,110.7,116.6,101.4,98.9,108.1,110.3
O=C1c2cc([N+](=O)[O-])ccc2-c2cc(Cl)c(NC(=O)C(F)(F)F)cc21,107.7,105.9,95.4,.,111.6,94.8,91.1,104.2,114.5
Cc1cnc(N)nc1OCCNC(=O)c1cccc(-c2ccc(S(=O)(=O)Nc3ccc4c(c3)N(C(=O)C3CC3)CCC4)cc2)c1,80.5,75.5,92.0,99.1,90.2,53.5,57.3,77.4,75.2
CCC(=O)Oc1c(Cl)c(Cl)c(Cl)c(Cl)c1Cl,91.0,104.1,98.3,108.0,100.7,78.1,102.1,106.7,99.3
COc1ccc(OC)c(-c2c(C#N)c(-c3ccc(C)cc3)nc3c2c(-c2ccccc2)nn3-c2ccccc2)c1,103.7,98.9,106.4,99.3,98.7,94.2,85.5,105.4,98.1
Nc1ncnc(N)c1NC(=O)c1cc(Cl)c(OCc2ccccc2)c(Cl)c1,105.4,114.7,95.9,105.4,106.7,109.5,95.8,127.2,99.5
Oc1ccc2ccccc2c1/C=N/N=C/c1c(O)ccc2ccccc12,101.7,102.3,76.7,85.0,107.6,80.6,89.1,104.2,104.8
O=C1Nc2ccccc2/C1=C\c1c(-c2ccccc2)nc2ccccn12,21.8,55.8,49.6,21.2,63.5,49.9,38.5,106.6,23.3
Nc1nonc1-c1nc2ccccc2n1Cc1nn[nH]n1,103.4,96.6,102.6,105.5,117.3,98.5,95.3,101.7,105.7
COc1cc2c(cc1O)CCN1C[C@@H](CC(C)C)[C@@H](O)C[C@@H]21,.,102.4,96.7,102.3,111.0,86.3,107.4,101.7,109.4
Cn1c(=O)c2c(ncn2CCn2cc(COc3nc(OCc4cn(CCn5cnc6c5c(=O)n(C)c(=O)n6C)nn4)nc(OCc4cn(CCn5cnc6c5c(=O)n(C)c(=O)n6C)nn4)n3)nn2)n(C)c1=O,104.8,106.9,100.8,99.1,108.0,101.6,85.1,106.9,108.2
O=C(Nc1ccc(Oc2ccc(Nc3nc4ccccc4s3)cc2)cc1)Nc1ccc(Cl)c(Cl)c1,31.7,27.1,50.9,33.6,39.1,23.4,44.1,29.4,20.7
Cc1nn(-c2ccc(F)cc2)c2ncnc(Nc3ccc(NC(=O)Nc4c(Cl)cccc4Cl)cc3)c12,103.2,96.7,90.7,100.8,98.9,.,90.7,100.3,93.2
CC(c1cccc(O)c1)N(C)C (centres undefined),99.0,104.2,95.3,108.2,107.5,88.4,85.4,99.4,101.8
N#Cc1cccc(/C(N)=N/C(N)=N/c2nc3ccccc3s2)c1,11.3,27.3,4.1*,22.9,17.5,17.7,22.2,55.7,24.6
CC(=O)Oc1ccccc1C(=O)Nc1ccc(C(=O)/C=C/c2ccc(C)cc2)cc1,111.7,100.5,104.6,103.4,112.2,105.0,107.2,116.9,108.2
Cc1cc2oc(=O)cc(CP(=O)(O)O)c2cc1O,106.2,93.6,96.8,91.3,102.7,94.9,75.3,103.3,101.8
COc1ccc(/C=C/C(=O)/C=C(/C=C/c2ccc(OC)c(OC)c2OC)OB(F)F)c(OC)c1OC,13.9,57.1,32.9,8.0*,42.9,29.1,94.5,59.2,22.8
CC1(C)C=C2[C@H]3CC[C@@H]4[C@@]5(C)C/C(=C/c6ccccn6)C(=O)C(C)(C)[C@@H]5CC[C@@]4(C)[C@]3(C)CC[C@@]2(CO)CC1,67.7,85.8,87.6,41.6,82.2,43.1,81.9,89.5,76.1
CCCCC(CC)COCCCNCC(=O)O (centres undefined),96.4,100.8,104.3,107.2,106.3,93.1,83.9,.,102.0
CCOC(=O)c1nn(C2CCCCO2)c2ccc(NC(=O)/C=C/c3ccccc3)cc12 (centres undefined),96.9,89.7,77.2,107.3,93.7,90.4,69.3,100.6,88.0
CCOc1ccc(-c2nc3ccccc3s2)cc1OCC,74.5,.,85.5,101.5,104.7,20.5,86.7,93.3,55.7
c1ccc(-c2nc(N3CCCNCC3)c3nc(-c4ccccc4)oc3n2)cc1,-63.4*,70.4,76.3,-77.1*,-18.4*,-27.3*,53.1,-88.7*,-74.7*
CC1=C(CCC(C)N(C)Cc2ccc(OCCCN3CCCC3)cc2)C(C)(C)CCC1 (centres undefined),-12.0*,41.8,-79.0*,21.3,65.3,31.8,63.1,-31.0*,27.6
Cc1[nH]n(C(N)=S)c(=O)c1N=Nc1ccc(F)c(Cl)c1,146.7,164.0,107.7,111.2,100.1,.,118.6,95.7,90.0
Nc1cc2cc(Br)ccc2c(=O)n1NC(=O)c1ccccc1,114.6,70.2,85.2,102.2,108.2,98.7,77.4,109.1,99.9
O=C(O)Cn1cc(/C=C2\C(=O)N(c3c(Cl)cccc3Cl)C3C=CC=CC23)c2ccccc21 (centres undefined),120.6,98.8,93.6,110.6,119.7,113.6,86.1,101.8,111.1
CN1C(=O)N(C)C2C1NN=c1s/c(=C\c3ccc(Cl)cc3Cl)c(=O)n12 (centres undefined),15.0,26.5,1.1*,27.8,6.0*,20.0,.,21.7,6.6*

# Some of the entries above in another layout.
# Every second line gives: HT29, SNB-19, SF-539, SW-620, DU-145, PC-3, SNB-75, HCC-2998, KM12
> O=C(Nc1ccc(Oc2ccc(Nc3nc4ccccc4s3)cc2)cc1)Nc1ccc(Cl)c(Cl)c1
  31.7, 27.1, 50.9, 33.6, 39.1, 23.4, 44.1, 29.4, 20.7
> Cc1nn(-c2ccc(F)cc2)c2ncnc(Nc3ccc(NC(=O)Nc4c(Cl)cccc4Cl)cc3)c12
  103.2, 96.7, 90.7, 100.8, 98.9, ., 90.7, 100.3, 93.2
> CC(c1cccc(O)c1)N(C)C (centres undefined)
  99.0, 104.2, 95.3, 108.2, 107.5, 88.4, 85.4, 99.4, 101.8
> N#Cc1cccc(/C(N)=N/C(N)=N/c2nc3ccccc3s2)c1
  11.3, 27.3, 4.1*, 22.9, 17.5, 17.7, 22.2, 55.7, 24.6
> CC(=O)Oc1ccccc1C(=O)Nc1ccc(C(=O)/C=C/c2ccc(C)cc2)cc1
  111.7, 100.5, 104.6, 103.4, 112.2, 105.0, 107.2, 116.9, 108.2

# Continued:
SMILES,HT29,SNB-19,SF-539,SW-620,DU-145,PC-3,SNB-75,HCC-2998,KM12
CC1=NN(c2nc(-c3c(O)cc(C)oc3=O)cs2)C(=O)/C1=C\c1ccc(C)cc1,103.2,97.4,102.8,105.1,113.9,100.0,94.0,99.5,102.9
C#CCOc1c(OC)cc(C(=O)/C(C)=C/c2cccc(N=[N+]=[N-])c2)cc1OC,2.1*,34.5,-12.5*,36.5,11.7,22.7,15.1,21.4,26.6
Nc1nc(SCc2ccccc2)sc1C(=O)N1CCCCC1,103.2,98.8,94.1,98.2,102.6,89.1,84.5,102.8,96.1
CC(=O)N1N=C(c2ccc(C)cc2)CC1c1sc(N2CCOCC2)nc1Cl (centres undefined),82.4,95.6,110.0,103.7,97.7,86.3,97.8,82.2,101.2
COc1cccc([N+](=O)[O-])c1,100.1,98.5,98.7,100.1,101.0,97.4,93.8,99.4,92.9
N#C/C(=C\c1ccccc1Cl)c1cc2ccccc2[nH]1,97.7,93.1,89.4,89.0,100.4,80.5,83.0,111.0,82.6
O=C(Nc1ccc(Oc2cccc(F)c2)c(Cl)c1)c1cccnc1,12.7,42.6,4.1*,25.8,21.8,24.6,7.8*,57.7,29.3
COc1ccc(NC(=O)Nc2ccc(C(C)C)cc2)cc1,110.4,100.6,97.9,104.9,108.1,.,86.1,120.2,107.6
CCOC(=O)c1c(-c2ccc(N(C)C)cc2)c(C#N)c(=O)n(-c2cccc(C(F)(F)F)c2)c1N,89.3,95.8,95.4,94.7,87.5,100.1,66.1,106.2,90.5
COc1ccc(-n2sc(=O)n(Cc3ccc(CNC(=O)C(C)c4ccc(CC(C)C)cc4)cc3)c2=O)cc1 (centres undefined),104.7,99.3,95.3,95.8,99.5,88.5,94.9,105.9,102.2
Cc1ccc(S(=O)(=O)N(C)C)cc1N,103.0,100.0,96.9,101.6,102.2,102.9,99.4,108.2,110.8
CCCCCCCCCCCCCCCCOc1ccccc1NC(=O)CC(C)=O,97.9,103.7,94.5,109.6,92.0,75.4,93.2,104.2,94.5
CN(C(=O)Nc1cccc([N+](=O)[O-])c1)c1ccccc1,111.2,100.0,96.0,103.7,106.5,95.5,97.3,110.7,105.3
CCN(CC)CCCOCCCNc1cc(OC)cc2cccnc12,96.1,91.4,108.0,99.9,116.0,86.6,94.7,83.9,102.4
c1ccc(-c2nc3c4cc(-c5ccccc5)oc4ncn3n2)cc1,104.1,100.6,94.8,98.5,105.6,103.6,.,109.5,96.2
COC(=O)c1ccc(-c2ccc(/C=N/NC(=O)c3[nH]c4ccc(Br)cc4c3-c3ccccc3)s2)cc1O,113.5,97.6,80.1,102.2,126.3,96.0,114.3,111.4,95.9
NCCCC(C(=O)O)N(C(=O)OCc1ccccc1)C(=O)OCc1ccccc1 (centres undefined),104.7,114.0,109.8,108.4,106.9,104.6,90.2,99.4,106.3
CN1CCN(CCN2N=C3c4ccsc4CCCC3CC2=O)CC1 (centres undefined),111.2,91.9,98.0,96.2,103.8,99.8,80.2,109.2,94.5
CCCCCCCCCCCCCCCCNC(=O)Nc1cc(Cl)ccc1Cl,97.4,108.8,106.5,95.4,95.5,92.0,99.7,94.5,105.4
CCn1cc(C(=O)O)c(=O)c2cc(F)c(N3CCN(S(=O)(=O)c4ccc(OC)c(OC)c4)CC3)cc21,101.8,96.2,90.8,112.7,107.7,90.0,85.5,104.0,96.2
Cc1csc[n+]1CC(=O)c1ccccc1,96.0,100.6,103.8,100.4,110.7,95.7,101.6,103.3,98.7
COc1ccc(NC(=O)CN2CCN(c3nc(-c4ccc(C)cc4)nc4ccccc34)CC2)cc1,74.4,85.5,100.2,95.6,87.4,69.6,74.7,92.2,91.3
O=C1C(c2c[nH]c3ccccc23)=C(c2c[nH]c3ncccc23)C(=O)N1O,87.1,93.9,90.5,90.5,107.0,77.8,84.5,98.3,95.3
O=c1oc(-c2ccccc2)nc2cc(Cl)ccc12,110.2,101.0,100.2,102.1,105.5,100.3,69.6,121.8,104.9
O=C(Nc1ccc(-n2ccc3c(NC(=O)c4ccccc4)nccc32)cc1)c1cccc(C(F)(F)F)c1,2.7*,37.4,16.8,19.2,45.2,40.4,43.9,44.2,20.4
COc1ccc(N=Nc2c(N)nn3c(N)c(C#N)c(-c4ccccc4)nc23)cc1,60.9,27.1,-3.5*,66.2,24.4,28.2,-15.8*,65.2,45.0
O=C(NO)/C(CC(=O)c1cccc(O)c1)=N\O,105.6,100.8,88.8,103.7,116.7,85.8,81.7,110.1,115.0
O=C(Cn1nnc2ccccc21)N/N=C/c1ccco1,100.3,99.1,109.6,101.3,115.3,92.1,85.3,107.8,93.7

# Look-ups from the entries so far:
# Value of Nc1ncnc(N)c1NC(=O)c1cc(Cl)c(OCc2ccccc2)c(Cl)c1 under HCC-2998: 127.2
# Value of CC1(C)C=C2[C@H]3CC[C@@H]4[C@@]5(C)C/C(=C/c6ccccn6)C(=O)C(C)(C)[C@@H]5CC[C@@]4(C)[C@]3(C)CC[C@@]2(CO)CC1 under DU-145: 82.2
# Value of COc1ccc(-n2sc(=O)n(Cc3ccc(CNC(=O)C(C)c4ccc(CC(C)C)cc4)cc3)c2=O)cc1 (centres undefined) under KM12: 102.2
# Value of N#C/C(=C\c1ccccc1Cl)c1cc2ccccc2[nH]1 under HT29: 97.7
# Value of CCOC(=O)c1c(-c2ccc(N(C)C)cc2)c(C#N)c(=O)n(-c2cccc(C(F)(F)F)c2)c1N under DU-145: 87.5
# Value of CC(=O)Oc1ccccc1C(=O)Nc1ccc(C(=O)/C=C/c2ccc(C)cc2)cc1 under SNB-75: 107.2
